Screens (PubChem)
5-HT1A blocker – human 5-HT1a receptor antagonists, primary screen, cell-based, CHO, Ga15 NFAT-bla reporter; 5-hydroxytryptamine receptor 1A (Homo sapiens), P08908; CHO 5-HT1a Ga15 NFAT-bla reporter, antagonist mode; inhibition, % at 10 µM; 62,000 compounds, 0.68% hits; AID 612, 2007;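 active = inhibition above the mean of all tested compounds plus 3 SD, cut at about 43% in these data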;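 also: receptor stimulated by 5-CT agonist at 100 nM near EC80; beta-lactamase reporter measured by ratiometric fluorescence of a cleavable substrate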
Target sequence (P08908 whole entry, looked up): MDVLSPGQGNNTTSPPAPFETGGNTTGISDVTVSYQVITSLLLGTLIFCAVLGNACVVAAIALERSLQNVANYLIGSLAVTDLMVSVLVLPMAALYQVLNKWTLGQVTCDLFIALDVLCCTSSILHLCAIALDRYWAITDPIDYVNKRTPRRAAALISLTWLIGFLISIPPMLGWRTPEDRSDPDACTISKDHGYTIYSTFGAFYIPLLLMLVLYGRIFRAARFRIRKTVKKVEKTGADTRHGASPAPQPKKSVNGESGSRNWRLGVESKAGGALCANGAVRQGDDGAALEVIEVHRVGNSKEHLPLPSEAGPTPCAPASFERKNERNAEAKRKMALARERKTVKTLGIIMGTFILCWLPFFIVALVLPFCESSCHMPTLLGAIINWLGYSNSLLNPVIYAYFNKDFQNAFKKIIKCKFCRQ
HEK293 NFkB inh – inhibitors of PMA/ionomycin-induced NF-kB reporter, primary screen, antigen receptor NF-kB inhibitor project, cell-based, HEK-293 luciferase reporter, luminescence; HEK-293 NF-kB luciferase reporter; inhibition, % at 3 µM; 62,000 compounds, 0.21% hits;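 active = inhibition above the mean of all tested compounds plus 3 SD, cut at about 40% in these data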;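 also: 0% = stimulated DMSO wells and 100% = 10 µM reference inhibitor 5653914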
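Signal: luciferase luminescence; Material: HEK-293 cells with stable firefly luciferase reporter driven by four HIV NF-kB elements; Probe or stimulus: PMA with ionomycin; Replication: tested once; Times: 1 h compound pretreatment, then 16 h stimulation at 37 °C, 5% CO2; Benchmarks: DMSO and 10 µM reference inhibitor; Evaluation: per-plate % inhibition versus controls.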
Jurkat viability – cytotoxicity toward Jurkat T cells, primary screen, cytotoxicity control, cell-based, Jurkat E6.1, 60K MLSMR library. Jurkat E6.1 viability, ATP luminescence, 48 h. inhibition, % at 4 µM. 56,000 compounds, 1.2% hits. AID 463, 2006;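 active = inhibition above the mean inhibition of all tested compounds plus 3 SD, cut at about 28% in these data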
S1P3 ag – human S1P3 receptor agonists, primary screen, cell-based, primary and confirmation, NFAT-BLA reporter | Sphingosine 1-phosphate receptor 3 (Homo sapiens), Q99500 | S1P3 NFAT-BLA reporter cells, agonism, FRET ratio; relative to 1 µM S1P, basal subtracted | activation, % at 4.5 µM | 60,000 compounds, 0.1% hits;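 active = activation above the screen-wide mean plus 3 SD, cut at about 4.5% in these data, passing the limit was not always enough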; also: some compounds called inactive have numbers as strong as hits
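Material: Human S1P3 NFAT-BLA reporter CHO cells | Incubation: Overnight plating, 4 h compound 37 °C, 2 h substrate RT | Signal: FRET β-lactamase substrate fluorescence, excitation 405 nm, 460/535 nm emission ratio, background-subtracted | Compound: 4.5 µM final, single dose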
S1P1 ag pot – S1P1 agonists and agonism potentiators, primary screen, cell-based, primary and confirmation screens, CRE-bla reporter; AID 449, 2006; Sphingosine 1-phosphate receptor 1 (Homo sapiens), P21453; 56,000 compounds, 0.57% hits; activation, % at 9.5 µM; S1P1 CRE-bla cells, forskolin, beta-lactamase FRET, potentiator mode; S1P1 agonist co-added at EC20, 2 nM; 100% = saturating reference agonist, 0% = basal;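 active = activation above a cutoff set at the mean activation of all tested compounds plus 3 SD, cut at about 54% in these data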;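 also: forskolin at 4 µM as EC80 and the EC20 agonist is SEW2871; 100% = SEW2871 at its EC100 plus forskolin at EC80; some compounds past the cut are filed as inactive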
5HT1a ag – human 5-HT1a receptor agonists, primary screen, cell-based, CHO, Ga15 NFAT-bla reporter. 5-hydroxytryptamine receptor 1A (Homo sapiens), P08908. CHO 5-HT1a Ga15 NFAT-bla reporter, FRET ratio; 0% basal, 100% maximal reference agonist. 65,000 compounds, 0.56% hits. activation, % at 10 µM;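 active = activation above the screen-wide mean activation plus 3 SD, cut at about 19% in these data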;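 also: 0% = DMSO wells and 100% = 5-CT at EC100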
5HT1E antag – 5-HT1E receptor antagonists, primary screen, cell-based, HTS | 5-hydroxytryptamine receptor 1E (Homo sapiens), P28566 | CHO 5-HT1E Ga15 NFAT-bla reporter, FRET, antagonist | inhibition, % at 6 µM | 65,000 compounds, 0.99% hits | AID 571, 2007;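 active = inhibition above a set limit, the mean inhibition across every tested compound plus 3 SD, cut at about 29% in these data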;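 also: signal is the 460 over 535 nm emission ratio of beta-lactamase substrate; 0% = agonist plus DMSO wells and 100% = wells without agonist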
Target sequence (P28566 whole entry, looked up): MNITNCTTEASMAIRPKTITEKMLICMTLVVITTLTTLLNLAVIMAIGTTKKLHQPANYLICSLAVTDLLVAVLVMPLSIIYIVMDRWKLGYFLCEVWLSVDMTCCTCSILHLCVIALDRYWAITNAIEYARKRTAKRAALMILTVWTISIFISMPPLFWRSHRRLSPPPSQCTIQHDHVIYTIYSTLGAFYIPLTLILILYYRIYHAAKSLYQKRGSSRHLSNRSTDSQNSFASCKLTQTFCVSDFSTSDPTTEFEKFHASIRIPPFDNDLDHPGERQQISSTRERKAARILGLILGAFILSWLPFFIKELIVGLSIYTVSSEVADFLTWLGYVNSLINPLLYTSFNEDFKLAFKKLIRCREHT
HTR1E agonist – 5-HT1E receptor agonists, primary screen, cell-based, HTS; CHO 5-HT1E Ga15 NFAT-bla reporter, FRET; 0% DMSO wells, 100% control agonist wells; activation, % at 6 µM; 65,000 compounds, 0.69% hits; 5-hydroxytryptamine receptor 1E (Homo sapiens), P28566; AID 574, 2007;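 active = activation above a set limit, the screen-wide mean activation plus 3 SD, cut at about 8.5% in these data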;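 also: 100% = positive control agonist at 1 µM giving full maximal response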
D1 allo mod – D1 CRE-luciferase signal change, two-sided – cell-based, HEK293 D1, dopamine EC30, D1 allosteric modulator project, primary screen; dopamine EC30 potentiation; actives deviate in either direction; B-score at 10 µM; 58,000 compounds, 5.9% hits; D(1A) dopamine receptor (Homo sapiens), P21728;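 active = luminescence count or its row- and column-corrected plate score outside the 99.7% band of the plate's sample wells, on either side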
The depositor's hits bear a star.

Screening O=C(NCc1cccs1)c1cc2c(s1)CCCC2 returned 5-HT1A blocker 21, HEK293 NFkB inh -7, Jurkat viability 5, S1P3 ag -0.9, S1P1 ag pot 19, 5HT1a ag -0.9, 5HT1E antag 14, HTR1E agonist 0.2 and D1 allo mod -1.4.
`Nc1nc(-c2cccnc2)nn1S(=O)(=O)c1ccccc1` gave 5-HT1A blocker -5, HEK293 NFkB inh 21, Jurkat viability 0, S1P3 ag -0.7, S1P1 ag pot -8, 5HT1a ag -1.8, 5HT1E antag -7, HTR1E agonist 0.4 and D1 allo mod 0.66.
Screening C=CCNc1nc(NCCN2CCOCC2)nc(N2CCOCC2)n1 returned 5-HT1A blocker 6, HEK293 NFkB inh 8, Jurkat viability -1, S1P3 ag -0.5, S1P1 ag pot -14, 5HT1a ag -1.0, 5HT1E antag -10, HTR1E agonist -1.4 and D1 allo mod 1.1.
COC(=O)CSc1nc2cc(C)cc(C)c2cc1C#N was read as 5-HT1A blocker -1, HEK293 NFkB inh 9, Jurkat viability -3, S1P3 ag -0.4, S1P1 ag pot -19, 5HT1a ag 0.5, 5HT1E antag 3, HTR1E agonist -0.6 and D1 allo mod 0.47.
Screening O=C(CNC(=O)c1ccccc1F)NC1CC1 returned 5-HT1A blocker 1, HEK293 NFkB inh 15, Jurkat viability -6, S1P3 ag -1.1, S1P1 ag pot -5, 5HT1a ag 1.0, 5HT1E antag 6 and HTR1E agonist 0.0.
`Cc1nn2c(N3CCCC3)cc(C(C)C)nc2c1-c1ccccc1` gave 5-HT1A blocker 6, HEK293 NFkB inh 7, Jurkat viability -2, S1P3 ag -0.4, S1P1 ag pot -16, 5HT1a ag 0.0, 5HT1E antag 15, HTR1E agonist 1.8 and D1 allo mod 5.3*.
`CC1CN(c2cc(=O)n(-c3ccccc3)c(=O)[nH]2)CC(C)O1` (stereo not drawn) gave 5-HT1A blocker 5, HEK293 NFkB inh 6, Jurkat viability -4, S1P3 ag 0.1, S1P1 ag pot -8, 5HT1a ag -3.6, 5HT1E antag -5, HTR1E agonist -0.1 and D1 allo mod 0.016.
For Cc1cc(C)c2c(=O)n(CC(=O)NCCCN3CCN(c4ccccc4F)CC3)sc2n1 the results were 5-HT1A blocker 18, HEK293 NFkB inh 7, Jurkat viability -4, S1P3 ag -0.5, S1P1 ag pot -32, 5HT1a ag -1.0, 5HT1E antag -10, HTR1E agonist 2.5 and D1 allo mod -1.8.
CCCN(Cc1cc2cccc(C)c2[nH]c1=O)C(=O)c1cccc(OC)c1 was read as 5-HT1A blocker -1, HEK293 NFkB inh 18, Jurkat viability 7, S1P3 ag -0.8, S1P1 ag pot -5, 5HT1a ag 0.6, 5HT1E antag 0, HTR1E agonist -0.1 and D1 allo mod -0.23.
Screening COc1ccc(CCc2nc(-c3ccc(-n4cccc4)cc3)no2)cc1 returned 5-HT1A blocker 2, HEK293 NFkB inh 4, Jurkat viability -2, S1P3 ag -0.4, S1P1 ag pot 28, 5HT1a ag 2.2, 5HT1E antag -5, HTR1E agonist 1.5 and D1 allo mod -0.2.
For CCOc1ccc(C2CC(c3ccccc3C)n3nc(N)nc3N2)cc1 (stereo not drawn) the results were 5-HT1A blocker 9, HEK293 NFkB inh 13, Jurkat viability -5, S1P3 ag 0.6, S1P1 ag pot -27, 5HT1a ag -1.7, 5HT1E antag 9, HTR1E agonist 0.1 and D1 allo mod 2.1.
For COc1cc(C)nc(N2CCCC(C(=O)Nc3cccc(Cl)c3C)C2)n1 (stereo not drawn) the results were 5-HT1A blocker -1, HEK293 NFkB inh 28, 5HT1a ag 0.3, 5HT1E antag 1, HTR1E agonist -0.1 and D1 allo mod 0.89.
Screening COCCOC(=O)C1=C(C)OC(N)=C(C#N)C1c1ccco1 (stereo not drawn) returned S1P3 ag -1.0, S1P1 ag pot -14, 5HT1a ag 0.5, 5HT1E antag 2, HTR1E agonist 6.5 and D1 allo mod -0.99.
For CCC(CC)C(=O)Nc1nnc(SCC(=O)N2CCN(c3ccccc3OC)CC2)s1 the results were 5-HT1A blocker -5, HEK293 NFkB inh 8, Jurkat viability 2, S1P3 ag -0.2, S1P1 ag pot -7, 5HT1a ag -1.4, 5HT1E antag -7, HTR1E agonist 0.1 and D1 allo mod -0.53.
`C=CCn1c(=O)c(C(=O)NCCc2ccccc2)c(O)c2ccccc21` gave 5-HT1A blocker -5, HEK293 NFkB inh 5, Jurkat viability -4, S1P3 ag -1.3, S1P1 ag pot -43, 5HT1a ag 0.8, 5HT1E antag -2, HTR1E agonist 1.1 and D1 allo mod 0.051.
CCOc1ccccc1NC(=O)CCN1CCN(S(=O)(=O)c2ccc(OC)cc2)CC1 was read as 5-HT1A blocker -4, HEK293 NFkB inh 8, Jurkat viability -6, S1P3 ag -0.4, S1P1 ag pot -21, 5HT1a ag -4.5, 5HT1E antag 1, HTR1E agonist -0.3 and D1 allo mod -1.6.
Screening Cc1ccccc1Nc1nc(N)nc(COC(=O)CCS(=O)(=O)c2ccccc2)n1 returned 5-HT1A blocker -3, HEK293 NFkB inh 9, Jurkat viability -7, S1P3 ag -1.3, S1P1 ag pot -17, 5HT1a ag -1.0, 5HT1E antag -1, HTR1E agonist -0.3 and D1 allo mod 0.55.
Cc1ccc2c(c1)nnn2C1CCN(S(=O)(=O)c2ccc(C(=O)N3C(C)CCCC3C)cc2)CC1 (stereo not drawn) was read as 5-HT1A blocker -3, HEK293 NFkB inh 14, Jurkat viability 43*, S1P3 ag -0.4, S1P1 ag pot 53, 5HT1a ag 3.2, 5HT1E antag 12, HTR1E agonist 0.8 and D1 allo mod -1.
For Cc1cc(NC(=O)Cn2c(=O)c3c(ncn3CCC(C)C)n(Cc3ccccc3)c2=O)no1 the results were 5-HT1A blocker 11, HEK293 NFkB inh 23, Jurkat viability 12, S1P3 ag -0.6, S1P1 ag pot 14, 5HT1a ag 4.8, 5HT1E antag -3, HTR1E agonist 1.3 and D1 allo mod 1.6.
CCC(=O)N1C(=O)CCN(C(C)=O)c2ccccc21 was read as 5-HT1A blocker 4, HEK293 NFkB inh 19, Jurkat viability -1, S1P3 ag -1.0, S1P1 ag pot -15, 5HT1a ag -3.2, 5HT1E antag -3, HTR1E agonist -0.6 and D1 allo mod -0.069.
`CCOC(=O)N1CCN(C(=O)c2cnn3c(C)c(Cc4ccc(C)cc4)c(C)nc23)CC1` gave 5-HT1A blocker 11, HEK293 NFkB inh 10, 5HT1a ag -1.2, 5HT1E antag 13, HTR1E agonist -0.6 and D1 allo mod 0.72.
CCc1ccccc1NC(=O)COC(=O)C1CC(=O)N(c2ccc(F)cc2)C1 (stereo not drawn) was read as 5-HT1A blocker 1, HEK293 NFkB inh 16, Jurkat viability 4, S1P3 ag -1.3, S1P1 ag pot 3, 5HT1a ag -2.2, 5HT1E antag 0, HTR1E agonist 0.5 and D1 allo mod 0.19.
For CCc1[nH]nc2c1C1(CCN(C(=O)c3ccccc3)CC1)C(C#N)=C(N)O2 the results were 5-HT1A blocker 8, HEK293 NFkB inh -2, Jurkat viability -4, S1P3 ag 0.9, 5HT1a ag -1.7, 5HT1E antag -1, HTR1E agonist -0.2 and D1 allo mod 0.63.
For COc1ccc(S(=O)(=O)NC(CC(=O)NCc2ccco2)c2ccco2)cc1 (stereo not drawn) the results were 5-HT1A blocker 2, HEK293 NFkB inh 15, Jurkat viability -4, S1P3 ag 0.4, S1P1 ag pot -18, 5HT1a ag -1.3, 5HT1E antag -4, HTR1E agonist -0.2 and D1 allo mod 0.61.
Screening O=C1CCN=C(Nc2ccc(F)cc2)N1Cc1ccccc1 returned 5-HT1A blocker 2, HEK293 NFkB inh 8, 5HT1a ag 0.4, 5HT1E antag 2 and HTR1E agonist -0.7.
For CN1CCN(S(=O)(=O)c2ccc(NC(=O)c3cccs3)cc2)CC1 the results were 5-HT1A blocker 8, HEK293 NFkB inh 24, Jurkat viability 0, S1P3 ag -1.6, S1P1 ag pot 11, 5HT1a ag -0.8, 5HT1E antag -2, HTR1E agonist -1.3 and D1 allo mod 0.03.
O=C(COc1ccc(Br)cc1)OCc1nnc(-c2ccccc2)o1 was read as 5-HT1A blocker 13, HEK293 NFkB inh 13, Jurkat viability 5, S1P3 ag -0.9, S1P1 ag pot 0, 5HT1a ag 5.3, 5HT1E antag 3, HTR1E agonist -1.3 and D1 allo mod -0.45.
O=C(O)COc1ccccc1Cc1ccccc1 was read as 5-HT1A blocker -8, HEK293 NFkB inh -1, Jurkat viability -8, S1P3 ag -0.4, S1P1 ag pot 5, 5HT1a ag -3.0, 5HT1E antag 1, HTR1E agonist -0.5 and D1 allo mod 0.15.
Screening O=C(O)CCn1c(C(=O)O)cc2sccc21 returned 5-HT1A blocker 6, HEK293 NFkB inh 16, 5HT1a ag -0.1, 5HT1E antag -11 and HTR1E agonist -2.0.
Screening CCN(CC)CCN=CC1=C(O)CNC1=O returned 5-HT1A blocker -6, HEK293 NFkB inh 14, Jurkat viability -5, S1P3 ag 0.1, S1P1 ag pot 1, 5HT1a ag 1.5, 5HT1E antag -2, HTR1E agonist 0.0 and D1 allo mod -0.31.
Cc1onc(-c2ccccc2Cl)c1C(=O)NCCn1c(C)cc2ccccc21 was read as 5-HT1A blocker 19, HEK293 NFkB inh 13, Jurkat viability 6, S1P3 ag -0.1, S1P1 ag pot 17, 5HT1a ag -1.3, 5HT1E antag 5, HTR1E agonist 0.2 and D1 allo mod -1.3.
`CCCCn1cc(C(C)(C)C)c(C#N)c1NC(C)=O` gave 5-HT1A blocker 10, HEK293 NFkB inh -3, Jurkat viability -1, S1P3 ag -1.0, S1P1 ag pot -38, 5HT1a ag -3.5, 5HT1E antag -12, HTR1E agonist 0.0 and D1 allo mod 6*.
Screening COC(=O)c1nnn(-c2nonc2N)c1-c1cccs1 returned 5-HT1A blocker -7, HEK293 NFkB inh 4, Jurkat viability 0, S1P3 ag -0.7, S1P1 ag pot 12, 5HT1a ag -2.1, 5HT1E antag -4, HTR1E agonist -0.9 and D1 allo mod 2.7.
